Screening data from PubChem.
Pf Dd2 growth: blocks in vitro growth of P. falciparum Dd2 | P. falciparum Dd2 growth, SYBR Green, 72 h | Potency, µM (doses to about 28.9 µM), for inactives: at the highest dose activity, negative = inhibition, hits mostly inhibitors | 120,000 compounds, 4.3% hits; active = well fitted inhibition curve with a large enough effect; inconclusive = small, poorly fitted or top-dose-only effect; inactive = no such curve, though single readings can be large or run the other way;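 also: plate controls were DMSO vehicle for no effect and reference drug for full effect; nearly all actives have a fitted effect of over 65% in size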
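Infected erythrocytes (Dd2, 0.3% parasitemia, 2.5% hematocrit final) are added to compound in RPMI-1640/Albumax II medium, grown 72 h at 37C in low oxygen, then lysed with saponin/Triton-X containing SYBR Green and read by fluorescence.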
* marks the source's active call; other numbers are inactive results; i = inactive; ? = inconclusive; & = joins results of further samples; [ ] = another dose, or the depositor's remark. Potency is read from the fitted curve at half-maximal effect. This is a subset. The share of hits here may be higher or lower than overall.

SMILES	Pf Dd2 growth
CC(C)NC(=O)[C@@H]1C[C@@H](N)CN1C(=O)c1cccc(C#CC(C)(C)O)c1	-10.4%
O=C(CCC1CCCC1)N1CCC2(CC1)CC(N1CCOCC1)CCO2 (stereo not given)	47.9%[activator]
O=C(NCc1ccco1)[C@@H]1Cc2nc[nH]c2CN1Cc1cccnc1	0.2%[44.1 µM]
O=C(O)c1ccnc(-c2ccnc(NCCN3CCCCC3=O)n2)c1	-2.8%
N#Cc1cccc(C(=O)N2CCCCCCNC(=O)[C@@H]3C[C@@H](c4nc(Cc5ccccc5)no4)C[C@@H]32)c1	?
CC(=O)c1ccc(N2CCN(S(=O)(=O)c3ccc4c(c3)C(C)(C)C(=O)N4)CC2)cc1	i
Cc1cc(CN2C[C@@H](CO)[C@H](NC(=O)C3CCC3)C2)n(C)n1	?
Brc1cccc(CNCCSc2nnnn2-c2ccccc2)c1	-4.6%
CNC(=O)[C@@H]1CN(S(=O)(=O)c2cc(F)ccc2F)C[C@H]1COC	9.4%
O=C(C[C@@H]1CCNC[C@@H]1Cc1cc(-c2ccccc2)on1)N1CCC(Cc2ccccc2)CC1	?
Nc1c(-c2nc(-c3ccc4c(c3)OCO4)cs2)c2ccccn2c1C(=O)c1ccccc1	?
FC(F)(F)C1CN(c2ccc3cc(Cl)ccc3n2)CCO1 (stereo not given)	-21.2%
CCOC(=O)c1[nH]c(C)c(CCC(=O)N2CCN(c3ccccc3)CC2)c1C	3.98µM*
COc1cc(Br)ccc1C1C(C(=O)Nc2ccc(C)cc2C)=C(C)Nc2nnnn21 (stereo not given)	?
Cc1ccc(C(=O)N2CCCOCCNC(=O)CC2)s1	12.5%
Cc1ccc(C(=O)NCCn2cccc2-c2nc(-c3ccc4c(c3)OCO4)no2)cc1	?
CCCn1c(C)c(CC(=O)N[C@@H](C)C(N)=O)c2c1CC(C)(C)CC2=O	-21.6%
CC(C)(C)c1ccc(C(=O)Nc2cc(-c3nc4ccccc4o3)ccc2Cl)cc1	21.8%
O=C(Nc1ccc(F)c(Cl)c1)c1cc(S(=O)(=O)N2CCCc3ccccc32)ccc1F	10µM*
COCCC(=O)N1CC(c2nc(CCOc3cccc(C)c3)no2)C1	?
O=C(Nc1ccccc1)N1CCn2c(nnc2-c2ccccc2)C1	-1.2%[44.1 µM]
O=C(CC1(O)C(=O)N(CCc2ccccc2)c2ccc(Br)cc21)c1ccccc1 (stereo not given)	?
c1ccc(-c2nc(C3CC3)no2)c(OC2CNC2)c1	-24.3%
O=C(Cn1cnnn1)N1CCc2onc(-c3cccc4ccccc34)c2C1	5.7%
c1ccc(CN2CCn3c(nnc3-c3cccnc3)C2)cc1	-8.4%&3.0%[44.1 µM]
CC(C)N1CCC(CC(=O)N2CCn3nc(Cc4ccccc4)cc3C2)CC1	10µM*
COc1ccc(-c2noc([C@@H]3C[C@H](NS(=O)(=O)c4ccccc4)CN3C)n2)cc1	i
COc1ccccc1CC(=O)Nc1cnc(-c2cccc(Cl)c2)nc1	i
C=CCc1cccc2cc(C(=O)Nc3cccc(Cl)c3)c(=O)oc12	7.4%
COc1ccc(-n2nc(C(=O)N3CCN(c4cccc(C)c4C)CC3)c3c4ccccc4n(C)c3c2=O)cc1	61.3%[activator]
Cc1cccc(OCCCCn2nnc3sc4c(c3c2=O)CCC(C)C4)c1 (stereo not given)	25.9%
CS(=O)(=O)N1CCCCC1c1nc(CCOCC2CCCC2)no1 (stereo not given)	i
COCc1cc(=O)n(CC(=O)Nc2ccc(F)c(Cl)c2)c(N2CCOCC2)n1	i
Cc1ccc(CNC(=O)CN2CCN(Cc3ccc(F)cc3)C2=O)cc1	5.8%
COc1cccc(CNC(=O)C2CCN(c3nnc(-n4c(C)ccc4C)s3)CC2)c1OC	?
O=C1NC2(Cc3ccccc31)CN(C(=O)c1ccc(Cl)cc1)C2	4.3%
COC(=O)c1ccccc1NC(=O)N1CCC[C@@H](O)[C@H](NC(=O)c2ccc(OCCN3CCCC3)cc2)C1	i
Cc1nn2c(c1-c1ccccc1-c1ccccc1)N(C(=O)Cc1ccc3c(c1)OCO3)CCC2	i
C=CCNC(=O)[C@@H]1CCCC[C@@H]1C(=O)N1CCn2nc(C(=O)O)cc2C1	0.2%
CCOc1ccc(NS(=O)(=O)c2ccc3nc(-c4ccccc4)[nH]c3c2)cc1	-1.3%
O=C(CSc1oc(-c2ccccc2)nc1S(=O)(=O)c1ccc(Cl)cc1)NC1CCCCC1	2.1%
CC(C)c1nnc(NC(=O)Cn2nc3c(cc2=O)CCCCC3)s1	-9.6%
CN1C(=O)c2cccn2CC1C(=O)N1CCN(c2ncccn2)CC1 (stereo not given)	14.9%
CCOc1ccccc1CNC(=O)c1ccc(CN2C(=O)NC3(CCOCC3)C2=O)cc1	i
FC(F)(F)CN1C2CCC1CN(c1ncnc3sc(Cl)nc13)C2	-10.5%

Reprinted from the part before: 6 entries, then new ones.
SMILES	Pf Dd2 growth
CCOc1ccc(NS(=O)(=O)c2ccc3nc(-c4ccccc4)[nH]c3c2)cc1	-1.3%
O=C(CSc1oc(-c2ccccc2)nc1S(=O)(=O)c1ccc(Cl)cc1)NC1CCCCC1	2.1%
CC(C)c1nnc(NC(=O)Cn2nc3c(cc2=O)CCCCC3)s1	-9.6%
CN1C(=O)c2cccn2CC1C(=O)N1CCN(c2ncccn2)CC1 (stereo not given)	14.9%
CCOc1ccccc1CNC(=O)c1ccc(CN2C(=O)NC3(CCOCC3)C2=O)cc1	i
FC(F)(F)CN1C2CCC1CN(c1ncnc3sc(Cl)nc13)C2	-10.5%
CC1(C)[C@H]2CC[C@@H](CNC(=O)c3ccncc3)[C@@H]1C2	-11.7%[44.1 µM]
CCOC(=O)c1ccc(N2C(=O)c3n[nH]c(-c4cccs4)c3C2c2ccc(C(C)C)cc2)cc1 (stereo not given)	-2.1%
COc1ccc(-c2nc3scc(CCNS(=O)(=O)c4c(C)noc4C)n3n2)cc1	-2.3%
Cc1cc(C)n(C2CN(Cc3cccc(OCC(O)CN4CCOCC4)c3)C2)n1 (stereo not given)	-29.2%
COC[C@@H]1CN(C(=O)Cc2cccc(F)c2)C[C@H]1c1ccncc1	12.0%
COc1ccc(C(=O)NCCn2ccn3nc(-c4cc(C)ccc4C)cc3c2=O)cc1F	i
Cc1ccc(S(=O)(=O)N[C@H]2C[C@@H](c3nc(-c4ccccc4)no3)N(C)C2)cc1	?
CC1=C[C@@H](CNCc2ccncc2)[C@H](C(C)C)C[C@H]1Cc1nnc(C)o1	i
O=C(NCC1CN(Cc2ccncc2)CC12CN(c1ccccc1)C2)Nc1ccccc1 (stereo not given)	?
O=C1OCCN1C1CCN(S(=O)(=O)c2ccccc2)CC1	3.3%
COc1ccc(NC(=O)CSc2oc(-c3ccco3)nc2S(=O)(=O)c2ccc(C)cc2)c(OC)c1	1.9%
CCOC(=O)c1ccc(NC2=CC(c3ccc(Br)cc3)N(c3ccc(C(=O)OCC)cc3)C2=O)cc1 (stereo not given)	?
COc1ccc(CNC(=O)Cn2c(=O)cc(C)c3c(C)nn(-c4cccc(Cl)c4C)c32)cc1	20.1%
Cn1cnc(S(=O)(=O)N2CCC(N3C(=O)C(OCC4CC4)C34CCCCC4)CC2)c1 (stereo not given)	-2.4%
COc1cccc(CN2C[C@@H]3C(C(=O)NCc4ccccc4)=NO[C@@H]3C2)c1	?

Molecules listed so far that contain a thiophene ring, fused or not, in the order listed:
SMILES	Pf Dd2 growth
Cc1ccc(C(=O)N2CCCOCCNC(=O)CC2)s1	12.5%
Cc1cccc(OCCCCn2nnc3sc4c(c3c2=O)CCC(C)C4)c1 (stereo not given)	25.9%
CCOC(=O)c1ccc(N2C(=O)c3n[nH]c(-c4cccs4)c3C2c2ccc(C(C)C)cc2)cc1 (stereo not given)	-2.1%

(list continues)
SMILES	Pf Dd2 growth
COc1ccc2c(c1)nc1n2[C@@H](CNC(=O)c2ccc(Cl)cc2)COC1	?
COC(=O)c1cc(NC2(c3ccccc3)C(=O)c3ccccc3C2=O)cc(C(=O)OC)c1	21.8%
CCOc1cccc(C(=O)N2CCC(c3nc4ccccc4s3)CC2)c1	87.0%[activator]
COc1ccc(-c2nc(C3CC(=O)N(c4ccc(C)cc4)C3)no2)cc1 (stereo not given)	28.3%
O=C1[C@@H]2C[C@@H](O)CN2C2(CN(C3CCC3)C2)C(=O)N1Cc1ccccc1	-7.7%[44.1 µM]
CC(C)(C)OC(=O)N1CCC(c2c(C(=O)NC3CCCCC3)cnn2-c2ccc(F)cc2F)CC1	-10.8%
O=C(c1ccccn1)N1CCC(c2nc(-c3cccnn3)no2)CC1	2.9%
COc1ccc(-c2nc3ccccc3o2)cc1NC(=O)CSc1ccc(Cl)cc1	8.5%
CS(=O)(=O)N1CC2(CCN(C(=O)CCC(=O)O)CC2)Cc2ccccc21	14.5%
CCc1noc(-c2cccn3c(CNC(=O)c4cccnc4)nnc23)n1	i
CC(C)c1ccccc1NC(=O)Cn1ccn2nc(-c3ccccc3)c(CO)c2c1=O	-10.1%
C[C@H]1CN(C(=O)Nc2ccc(F)cc2)C[C@@H]1c1nc(-c2ccccc2)no1	i
Cc1cc(NC(=O)CN2CCC(O)CC2)nc2c1c(=O)oc1ccccc12	i
CCc1ccc(NC(=O)c2cnc3sc(N4CCCC4)nn3c2=O)cc1	49.8%[activator]
CC1=NOC2(CCN(Cc3ccc(Cl)cc3)CC2)C1	6.7%[44.1 µM]
CCc1ocnc1C(=O)N1CCC(c2nnc(Cn3cncn3)n2C)CC1	-18.7%
CCOc1ccccc1OCCN(C)C(=O)c1cccnc1SC	-11.5%
COc1cccc(C(=O)NCC(c2ccc3c(c2)OCO3)N2CCOCC2)c1 (stereo not given)	?
CCOc1nc(NC(=O)NS(=O)(=O)Oc2cccc(Cl)c2)nc(-c2ccccc2)n1	9.9%
CC(=O)c1cccc(NC(=O)C2CCN(c3nnc(-n4cccc4)s3)CC2)c1	?
COc1ccc(Nc2ncncc2-c2nc(-c3ccccc3)no2)cc1	i
CC(C)NC(=O)c1ccc(Cn2c(SCC(N)=O)nc3ccccc3c2=O)cc1	18.3%
COc1cccc(CNC(=O)C2CCN(C(=O)c3cnn(-c4ccccc4)c3-n3cccc3)CC2)c1	?
COc1ccc2[nH]c3c(c2c1)CCNC31CCN(C(=O)Cc2cccc(F)c2)CC1	7.08µM*
NCCCN1C(=O)CC[C@H]2CN(C(=O)c3cnn4ccccc34)CC[C@H]21	-4.5%
CC(C)[C@H](NC(=O)Cn1nc2c(cc1=O)CCCCC2)C(=O)O	0.0%
CCCN(CCC)C(=O)Cn1c(=O)n(-c2ccc(CC)cc2)c(=O)c2ccc(C(=O)NCCc3ccccc3)cc21	-27.4%
O=C(C1CCCCC1)N1C[C@@H](CO)[C@H](c2ccncc2)C1	5.7%
COc1ccccc1C(=O)N1CCC2(CC1)CN[S+](=O)([O-])c1ccccc1N2	-4.2%
CCN(CC)C(=O)Cn1c(=O)n(CCCCCC(=O)NCc2ccccc2Cl)c(=O)c2sccc21	34.2%[activator]
COc1ccc(CCNC(=O)c2ccc(N3CC4CC(C3)[C@H]3CCCC(=O)N3C4)nc2)cc1OC (stereo not given in full)	?
Cc1onc(-c2ccccc2)c1C(=O)NC1CCOC2(CCOCC2)C1 (stereo not given)	9.8%
CCn1nccc1C(=O)N1c2ccccc2CC1c1nnc(C2CC2)o1 (stereo not given)	i
CCOC(=O)c1ccc(NC(=O)Cn2nc3n(c2=O)CCCC3)cc1	-11.7%
C[S+](=O)([O-])Nc1cccc(Nc2cnc3ccc(-c4ccc(F)cc4)nn23)c1	-21.7%[44.1 µM]
CCN(C(=O)C(Cc1ccccc1)NS(=O)(=O)c1cccc2nsnc12)c1ccccc1 (stereo not given)	3.3%
Cc1ccc(C)c(CNC(=O)c2sc3ncnc(N(C)C4CCCCC4)c3c2C)c1	-16.9%
Cc1ccc(CC(=O)N2CCC(n3cc(-c4nc(C)no4)nn3)CC2)cc1	?
CC1(COc2ccccc2)COc2ccc(C(=O)Nc3ccccc3)cc2N1 (stereo not given)	i
O=S(=O)(c1ccccc1)c1nnn2c1nc(N1CCN(c3ccccc3)CC1)c1cc(Cl)ccc12	i
CCCCn1c(C(C)NC(=O)OCc2ccccc2)nc2cccnc21 (stereo not given)	-22.3%&11.9%
Cc1sc2c(c1C)c(=O)n(CCc1ccccc1)c(=O)n2Cc1ccc(C(C)(C)C)cc1	30.2%
CCOc1ccccc1CNC(=O)CCn1ccc2cc(S(=O)(=O)N3CCC(C)CC3)ccc21	i
O=C(CN1CCOCC1)N1CCC(N2C(=O)C3(CCCCC3)C2c2ccccc2)CC1 (stereo not given)	i
N#Cc1cccnc1N1CCCC(CO)(Cc2ccc(F)cc2F)C1 (stereo not given)	?
CCOC(=O)c1sc(NC(=O)C2c3ccccc3Oc3ccccc32)c(C(=O)OCC)c1C	?
COc1ccc(Cl)cc1NC(=O)Cn1c(=O)n(Cc2cccs2)c(=O)c2cccnc21	?
COc1ncccc1-c1ncc2c(n1)OCCN(c1cccc(C(F)(F)F)c1)C2=O	-9.2%[44.1 µM]
COCc1nc2nc(-c3ccccc3)c(-c3ccc([S+](C)(=O)[O-])cc3)cc2n1C	-30.9%[44.1 µM]
CCOc1ccccc1-n1c(Cc2ccc(O)cc2)n[nH]c1=O	1.5%
Cc1cc(C)cc(NC(=O)[C@H]2O[C@@H]3OC(C)(C)O[C@@H]3[C@H]3OC(C)(C)O[C@H]32)c1	41.4%[activator]
Cc1ccccc1Cn1c2ccccc2c2cnn(CC(=O)NCc3cccc(Cl)c3)c(=O)c21	-5.1%
COc1ccccc1N1CCN(S(=O)(=O)c2ccc(F)c(C(=O)Nc3ccc(C)c(F)c3)c2)CC1	?
COC(=O)[C@@H]1Cc2c([nH]c3ccccc23)[C@H]2C[C@@H](NCCc3cnc[nH]3)C[C@@H](c3cccc(Cl)c3)N21	i
Cc1ccccc1OCC(=O)NCc1nnc2c(-c3nc(C4CC4)no3)cccn12	i
